LYPLA2 counter: LYPLA2 inhibitors, primary screen, counter-screen for PME1 inhibitor project, biochemical, fluorescence polarization, FP-Rh probe ABPP; inhibition, % at 5.9 µM; Acyl-protein thioesterase 2 (Homo sapiens), O95372; recombinant LYPLA2; AID 2177, 2009; hit rate 0.38% among 320,000;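 active = inhibition above the screen-wide mean plus 3 SD, limit set per campaign, cut at about 26% in these data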;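 note: 0% = LYPLA2 with DMSO and 100% = wells lacking LYPLA2 enzyme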
PME-1 primary: PME-1 inhibitors via competitive probe labeling, primary screen, biochemical, fluorescence polarization, FP-Rh probe, HTS; recombinant PME-1; Protein phosphatase methylesterase 1 (Homo sapiens), Q9Y570; inhibition, % at 5.9 µM; hit rate 0.53% among 320,000;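 active = inhibition above the campaign mean of all compounds plus 3 SD, cut at about 26% in these data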;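 note: competitive labeling of PME-1 active site by serine hydrolase directed probe; 0% = PME-1 with DMSO and 100% = wells lacking PME-1 enzyme; inhibitors block probe labeling so polarization falls and inhibition rises; many of its hits are not listed in these tables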
pPAFAH inh: pPAFAH enzyme inhibitors, primary screen, biochemical, fluorescence polarization, human | inhibition, % at 3.39 µM | hit rate 1.5% among 330,000 | Platelet-activating factor acetylhydrolase (Homo sapiens), Q13093 | recombinant pPAFAH, FP-rhodamine probe fluorescence polarization;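 active = inhibition above the mean inhibition across the screen plus 3 SD, cut at about 25% in these data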;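 note: inhibitors block binding of the rhodamine activity-based probe so polarization drops; 0% = enzyme with DMSO and 100% = wells lacking pPAFAH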
PAD4 FP inh: human PAD4 inhibitors, primary screen, biochemical, fluorescence polarization, 1536-well format; AID 485272, 2010; recombinant PAD4, RCA probe fluorescence polarization; inhibition, % at 6.36 µM; Protein-arginine deiminase type-4 (Homo sapiens), Q9UM07; hit rate 0.41% among 330,000;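 active = percent inhibition above a cutoff equal to the mean of all tested compounds plus 3 SD, cut at about 15% in these data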;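 note: 0% = PAD4 with RCA probe and DMSO and 100% = probe without PAD4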
Target sequence (Q9UM07 whole entry, looked up): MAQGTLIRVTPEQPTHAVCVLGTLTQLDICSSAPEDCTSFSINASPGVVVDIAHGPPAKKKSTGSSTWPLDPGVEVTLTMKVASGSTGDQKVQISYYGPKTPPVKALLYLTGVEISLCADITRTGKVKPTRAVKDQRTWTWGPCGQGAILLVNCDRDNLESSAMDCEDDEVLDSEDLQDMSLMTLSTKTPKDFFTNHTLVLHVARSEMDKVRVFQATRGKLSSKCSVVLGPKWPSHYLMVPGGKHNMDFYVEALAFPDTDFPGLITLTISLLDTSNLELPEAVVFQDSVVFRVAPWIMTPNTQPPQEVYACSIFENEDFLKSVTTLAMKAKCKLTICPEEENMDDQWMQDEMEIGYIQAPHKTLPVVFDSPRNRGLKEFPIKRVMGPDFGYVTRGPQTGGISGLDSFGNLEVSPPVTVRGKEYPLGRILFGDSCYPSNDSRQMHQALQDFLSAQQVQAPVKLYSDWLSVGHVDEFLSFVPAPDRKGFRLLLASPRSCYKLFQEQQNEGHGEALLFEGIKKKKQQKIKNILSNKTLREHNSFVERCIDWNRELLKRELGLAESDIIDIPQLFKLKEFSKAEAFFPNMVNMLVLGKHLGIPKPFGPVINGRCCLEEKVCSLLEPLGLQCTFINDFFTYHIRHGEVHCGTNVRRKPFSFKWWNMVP
PAFAH2 FP inh: PAFAH2 enzyme inhibitors, primary screen, biochemical, fluorescence polarization, human. Platelet-activating factor acetylhydrolase 2, cytoplasmic (Homo sapiens), Q99487. recombinant PAFAH2, FP-rhodamine activity probe. inhibition, % at 3.39 µM. hit rate 0.99% among 340,000;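 active = inhibition above the mean over all tested compounds plus 3 SD, cut at about 30% in these data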;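 note: inhibitors block probe labeling of enzyme so polarization drops; 0% = enzyme with DMSO and 100% = wells lacking PAFAH2 protein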
GSTO1 inh: inhibitors of recombinant GSTO1, primary screen, counter-screen for RBBP9 inhibitor project, biochemical, fluorescence polarization | activity-based probe fluorescence polarization | inhibition, % at 5.96 µM | hit rate 1.1% among 300,000 | AID 1974, 2009;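 active = inhibition above the campaign mean inhibition plus 3 SD, cut at about 35% in these data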;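 note: 0% = GSTO1-1 with DMSO and 100% = wells lacking GSTO1-1 enzyme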
PAFAH1B3 inh: PAFAH1B3 enzyme inhibitors, primary screen, biochemical, fluorescence polarization, human; Platelet-activating factor acetylhydrolase IB subunit alpha1 (Homo sapiens), Q15102; recombinant PAFAH1B3, FP-rhodamine probe; inhibition, % at 3.39 µM; hit rate 0.28% among 340,000; AID 492972, 2010;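 active = inhibition above the screen-wide average of all tested compounds plus 3 SD, cut at about 25% in these data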;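 note: 0% = enzyme with DMSO only and 100% = wells lacking PAFAH1B3 protein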
Target sequence (Q15102 whole entry, looked up): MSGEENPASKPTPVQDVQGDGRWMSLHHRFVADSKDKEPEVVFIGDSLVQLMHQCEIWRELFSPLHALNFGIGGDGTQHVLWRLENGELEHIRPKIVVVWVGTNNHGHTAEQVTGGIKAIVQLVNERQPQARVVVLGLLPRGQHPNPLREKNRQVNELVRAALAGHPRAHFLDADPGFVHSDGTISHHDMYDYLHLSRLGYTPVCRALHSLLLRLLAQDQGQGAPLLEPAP
LYPLA1 counter: LYPLA1 inhibitors, primary screen, counter-screen for PME1 inhibitor project, biochemical, fluorescence polarization, FP-Rh probe ABPP. recombinant LYPLA1. inhibition, % at 5.9 µM. hit rate 0.16% among 320,000;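 active = inhibition above the mean of all tested compounds plus 3 SD, set per campaign, cut at about 14% in these data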;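 note: inhibitors block serine hydrolase probe labeling of LYPLA1 so polarization falls; 0% = enzyme with DMSO and 100% = wells lacking LYPLA1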
PAFAH1B2 FP inh: PAFAH1B2 enzyme inhibitors, primary screen, biochemical, fluorescence polarization, human | Platelet-activating factor acetylhydrolase IB subunit alpha2 (Homo sapiens), P68402 | recombinant PAFAH1B2, FP-rhodamine activity probe | inhibition, % at 3.39 µM | hit rate 1.2% among 340,000 | AID 492953, 2010;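 active = inhibition above the mean of all tested compounds plus 3 SD, cut at about 24% in these data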;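 note: 0% = enzyme with DMSO and 100% = wells lacking PAFAH1B2; many of its hits are not listed in these tables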
Target sequence (P68402 whole entry, looked up): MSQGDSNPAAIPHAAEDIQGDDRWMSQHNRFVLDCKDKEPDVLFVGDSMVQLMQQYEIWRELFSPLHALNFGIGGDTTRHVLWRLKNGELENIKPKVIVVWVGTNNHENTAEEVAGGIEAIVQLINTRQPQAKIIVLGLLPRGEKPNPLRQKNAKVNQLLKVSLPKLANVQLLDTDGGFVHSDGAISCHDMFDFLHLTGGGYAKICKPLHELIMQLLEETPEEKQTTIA
An asterisk follows results filed as active; / = no result given. The list is partial. The share of hits here may be higher or lower than overall.

SMILES	LYPLA2 counter	PME-1 primary	pPAFAH inh	PAD4 FP inh	PAFAH2 FP inh	GSTO1 inh	PAFAH1B3 inh	LYPLA1 counter	PAFAH1B2 FP inh
C[C@H](CO)N1C[C@H](C)[C@@H](CN(C)C(=O)Nc2ccc(C(F)(F)F)cc2)Oc2ccc(NS(=O)(=O)c3ccc(F)cc3)cc2C1=O	/	/	61*	1	9	/	9	/	11
CC(C)C[C@@H](CO)N1CCN(Cc2ccccc2)CCC1=O	-6	-5	0	-1	2	15	-5	-3	-3
OC(COc1ccccc1)CN1C2=NCCCN2c2ccccc21 (configuration not stated)	0	1	10	-1	-2	7	3	2	2
CC1CCCCN1C(=S)NC(=O)c1cc(Br)ccc1Cl (configuration not stated)	2	4	1	-1	0	/	3	0	8
CCOc1ccc(C2C([N+](=O)[O-])=C(C)N(C)C(=O)N2C)cc1OC (configuration not stated)	1	3	4	-2	2	6	6	-6	2
COc1ccc(CNC(=O)CSc2nc3[nH]ncc3c(=O)n2-c2ccccc2Br)cc1	6	2	1	-2	/	42*	/	2	/
S=C(NCCc1ccccc1)NC1CC1	-3	2	-3	1	8	2	1	1	5
CCN(C1CCCCC1)S(=O)(=O)c1ccc(-n2cnnn2)c(C)c1	0	-5	1	-2	5	5	-4	5	18
CN(C)c1cccc(C(=O)OCC(=O)N2CCc3ccccc3C2)c1	5	-3	4	-5	14	-7	1	5	0
COc1ccc(-c2nc(CS(=O)(=O)CC(=O)NC3CCC(C)CC3)c(C)o2)cc1 (configuration not stated)	-5	0	2	11	3	0	8	1	3
O=C1N(Cc2cccc(Cl)c2)C[C@@H]2C[C@@H](c3ccc4nonc4c3)N3CCC[C@@]123	-4	3	6	0	1	12	11	-3	7
O=C1c2ccccc2-c2nc3ccccc3nc21	0	2	12	-7	8	6	0	0	-1
Cc1ccccc1OCCC(=O)OCC(=O)Nc1c(C)nn(-c2ccccc2)c1C	1	0	19	-4	6	-9	7	1	6
CCOc1ccc(N(Cc2cc3cc(C)ccc3[nH]c2=O)S(=O)(=O)c2ccccc2)cc1	-4	-1	2	-4	-2	1	8	-2	-5
CCn1cc(C(=O)NCc2ccco2)c(=O)c2cc(S(=O)(=O)N3CC(C)CC(C)C3)ccc21 (configuration not stated)	16	5	7	-6	11	-1	-1	-2	1
COc1ccc(C2CCCN2C(=S)Nc2ccccc2C)cc1OC (configuration not stated)	-2	4	3	-1	3	12	3	0	4
CC(=O)c1c(C)cc(C)c(CSc2nnc(-c3ccco3)o2)c1C	3	0	3	3	1	35*	3	-1	3
Cc1cc(=O)oc(C)c1C(=O)N[C@@H](Cc1ccccc1)C(=O)O	6	-2	3	-1	-4	4	8	2	0
CCN(CC)C(=O)Cn1nc(-c2ccc(Cl)cc2)c2ccccc2c1=O	-2	3	5	-2	0	7	13	1	1
CC1CCCN(c2nc(-c3cccnc3)nc3scc(-c4ccccc4)c23)C1 (configuration not stated)	-3	-7	-2	1	-5	0	-6	-7	-8
O=C(COC(=O)CCCN1C(=O)c2cccc3cccc(c23)C1=O)Nc1cccc(C(F)(F)F)c1	-14	-15	2	-7	36*	-1	-9	-14	-11
Cc1ccc(C(=O)Nc2cccc(C(F)(F)F)c2)cc1Nc1cncnc1	-6	-1	2	3	-12	-10	0	0	7
COc1cc(/C=C/C(=O)c2ccc3c(c2)OCCO3)cc(OC)c1OC	1	1	-4	-2	-1	-5	10	-2	6
O=C(Nc1ccccc1Cl)N1CCSc2ccccc21	7	-4	7	-6	1	2	3	3	11
CCN1CCN(Cc2ccc(NC(=O)c3cc(NC(=O)c4cnnc5ccccc45)cc(OC)c3)cc2C(F)(F)F)CC1	-8	-5	2	-7	-6	-3	-5	-8	-1
COc1ccc(NS(=O)(=O)c2ccc(N3CCCCC3)c(N)c2)cc1	8	3	11	1	9	/	1	-1	10
CC(C)CN(C(=O)CCC(=O)OCc1ccc(Cl)cc1Cl)c1c(N)n(CC(C)C)c(=O)[nH]c1=O	-2	1	4	-2	-1	-4	-2	-2	2
Cc1ccc(S(=O)(=O)C2(C(=O)NCc3ccccc3Cl)CC2)cc1	2	2	4	-2	-12	-3	1	-1	3
COC(=O)Cc1ccc(NC(=S)NCCC(C)C)cc1	1	4	3	1	3	4	-6	-5	-1
CC(C)C(=O)N(Cc1ccccc1)S(=O)(=O)c1ccc2c(c1)oc(=O)n2C	-4	-4	0	3	-2	-3	2	0	2
COc1cccc(-c2cc(=O)[nH][nH]2)c1	0	-1	3	38*	-1	17	9	-1	9
CC(Nc1nc(-c2ccc(F)cc2)cs1)c1nc2cc(Cl)c(N3CCCCC3)cc2n1CCOCCO (configuration not stated)	0	8	12	-6	3	-2	5	1	3
Cn1c(=O)c2c(nc(Br)n2CC(=O)C23CC4CC(CC(C4)C2)C3)n(C)c1=O	-5	4	6	0	-2	7	-3	1	13
O=C(NCCCN1CCOCC1)C(=O)NCC1OCCCN1S(=O)(=O)c1cc(F)ccc1F (configuration not stated)	1	3	0	-1	-10	7	-5	-1	-3
COCCCn1c2nc3ccccc3nc2c2c(=O)n(Cc3ccc(Cl)cc3)cnc21	3	-3	10	0	-1	-6	6	0	7
CCN(CC)S(=O)(=O)c1ccc(NC(=S)Nc2ccc(F)cc2)cc1	-8	-4	4	0	-2	-8	11	-3	5
COc1ccccc1-c1sc2ccccc2c1-c1ccc2c(c1)OCCO2	2	-8	1	0	-8	/	1	0	3
CCN(CC)c1ccc(CNc2nc3ccccc3n2CC)cc1	-1	3	12	0	1	2	3	3	3
O=c1[nH]cccc1-c1nc2ccccc2n1Cc1cccc(Cl)c1	3	1	5	0	6	-6	8	-1	7
Cc1noc(/C=C/N(C)C)c1S(=O)(=O)N1CCCC(C(=O)NC2CCCCC2C)C1 (configuration not stated)	-5	0	4	-7	9	-4	-2	-5	6
Cc1cc(Cl)ccc1OCc1nnc2n1CCCCC2	10	-1	2	1	-2	2	10	1	3
O=C(Cc1ccccc1[N+](=O)[O-])NC1CC2CCC1C2 (configuration not stated)	5	-4	4	-3	7	-5	7	2	0
COCC(N)(c1ccccc1)c1nc2ccccc2n1C (configuration not stated)	1	2	2	-1	5	-1	15	-3	-4
CCOC(=O)c1sc(CS(=O)(=O)c2ccc(Cl)cc2)nc1C	4	-2	5	5	-7	2	-2	-5	7
O=c1cnnc(Nc2cccc(C(F)(F)F)c2)[nH]1	-5	0	-7	-4	1	-4	1	-2	12
Cc1ccc(OCC(=O)N2CCN(C(=O)c3ccco3)CC2)cc1	2	1	-1	-1	3	-5	-1	1	-3
COc1ccccc1-c1nnc(SCC(=O)Nc2ccc(Cl)cc2Cl)o1	1	1	2	-4	3	-4	4	-4	5
Cc1ccc(S(=O)(=O)N(CC(=O)Nc2ccc(F)cc2)C(=O)N2CCN(C)CC2)cc1	7	1	1	-1	-4	-6	10	5	0
O=C(CN1C(=O)c2ccccc2C1=O)N1CCN(S(=O)(=O)c2ccccc2)CC1	0	24	3	-2	-1	3	3	-3	4
Cc1ccc(NC(=O)NNC(=O)C2CCN(Cc3ccc(F)cc3Cl)CC2)cc1	6	2	1	2	-9	1	9	3	3
Cc1ccc(-c2cc(=O)c3ccccc3[nH]2)cc1	4	1	3	3	-1	2	9	1	2
CCC(C)(C)NC(=O)C(c1ccc(O)cc1)N(Cc1ccco1)C(=O)CCC(=O)Nc1ccccn1 (configuration not stated)	-1	7	-6	0	-1	5	7	-2	-1
O=c1[nH]nc(-c2ccccc2)cc1-c1ccccc1	1	4	6	-1	-6	6	15	1	1
CC(=O)NC(Cc1c[nH]c2ccccc12)C(=O)N1CCN(S(=O)(=O)c2ccccc2)CC1 (configuration not stated)	1	-2	3	0	0	/	16	0	6
CCN(CC(=O)Nc1cc(C)c(Cl)cc1OC)CC(=O)NC1CCS(=O)(=O)C1 (configuration not stated)	2	-1	0	-2	4	-3	-4	0	1
O=C(NC(=O)N1CCCCC1)c1ccccc1	-1	-3	2	-5	-1	7	8	-4	8
Cc1cc(Cl)c2oc(C(=O)NCCN3CCOC3=O)c(C)c2c1	6	1	15	-3	-5	-8	4	-2	7
COc1ccc(CCNc2nc(-c3ccc(NC(C)=O)cc3)cs2)cc1OC	4	-5	5	-1	6	9	3	2	0
Brc1cc(Br)c2nc(-c3cccs3)ccc2c1	-3	-7	2	-3	-9	2	1	0	-1
Cc1ccc2[nH]c(C(=O)N3CCN(C=O)CC3)cc2c1	2	-2	4	1	-9	2	5	2	0

3 compounds from above, sorted by length of the SMILES, ascending:
SMILES	LYPLA2 counter	PME-1 primary	pPAFAH inh	PAD4 FP inh	PAFAH2 FP inh	GSTO1 inh	PAFAH1B3 inh	LYPLA1 counter	PAFAH1B2 FP inh
Cc1cc(Cl)ccc1OCc1nnc2n1CCCCC2	10	-1	2	1	-2	2	10	1	3
CCOC(=O)c1sc(CS(=O)(=O)c2ccc(Cl)cc2)nc1C	4	-2	5	5	-7	2	-2	-5	7
Cc1ccc(NC(=O)NNC(=O)C2CCN(Cc3ccc(F)cc3Cl)CC2)cc1	6	2	1	2	-9	1	9	3	3

(further entries)
SMILES	LYPLA2 counter	PME-1 primary	pPAFAH inh	PAD4 FP inh	PAFAH2 FP inh	GSTO1 inh	PAFAH1B3 inh	LYPLA1 counter	PAFAH1B2 FP inh
Cc1ccc(S(=O)(=O)N2CCC[C@H]2C(=O)OC(C)C(=O)Nc2ncc(Cl)cc2Cl)cc1 (some centres not stated)	-2	2	-1	-1	3	-4	1	2	3
Cc1nc2ccc(NC(=O)COc3ccccc3C)cc2s1	-4	-11	0	2	-3	-8	11	-6	3
O=C(NCc1ccccn1)c1ccc2nc(C3CCCCC3)oc2c1	8	3	3	0	-2	-3	2	-1	-1
Cc1ccccc1S(=O)(=O)NC(=NCc1ccc(F)cc1)c1ccccc1	/	/	-4	2	11	/	3	/	12
COc1cccc(C2/C(=C(/O)c3ccc4c(c3)OCO4)C(=O)C(=O)N2CCN2CCOCC2)c1 (configuration not stated)	1	-4	-6	-2	5	3	3	1	-2
COc1ccc(C(=O)COC(=O)/C=C/c2ccccc2)c(OC)c1	0	-10	0	-5	4	/	-2	-3	-3
COc1ccc(CNC(=O)[C@@H](NC(=O)C2CCN(S(=O)(=O)c3ccc(C)cc3)CC2)C(C)C)cc1OC	0	-3	-4	-6	-1	5	3	-1	12
Cc1ccc2nc(NCCCNC(=O)c3cnccn3)c(C#N)cc2c1	-4	10	1	3	1	1	10	-2	3
O=C(COc1ccccc1C(=O)Nc1ccccc1)NCCc1ccccc1	4	2	6	-1	1	-1	5	-4	-1
FC(F)(F)c1ccc(NC(=S)NCc2ccccc2)cc1	-3	-9	-2	3	1	-8	2	-2	-1
O=C(NN1CCN(Cc2ccccc2)CC1)c1ccc(N2CCOCC2)c([N+](=O)[O-])c1	-1	-4	-4	2	5	-2	2	1	6
O=C(CCS(=O)(=O)c1ccccc1Cl)Nc1ccc(S(=O)(=O)Nc2ncccn2)cc1	6	3	4	-6	8	10	4	8	-1
